Screening results from PubChem.
IDE act – human IDE activators in live cells, primary screen, fluorescence polarization, HEK cells, FAbeta-B substrate; FAbeta-B cleavage; 0% vehicle, 100% cell-free pure enzyme wells; activation, % at 5.96 µM; 0.073% of 340,000 active; AID 493087, 2011;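 active means activation above the mean of all tested compounds plus 3 SD, set per screening campaign, cut at about 17% in these data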
IDE cell inh – human IDE inhibitors in live cells, primary screen, fluorescence polarization, HEK cells, FAbetaB substrate. FAbetaB cleavage. AID 434962, 2010. Insulin-degrading enzyme (Homo sapiens), P14735. 0.41% of 320,000 active. inhibition, % at 5.59 µM;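 active means percent inhibition above the average of all tested compounds plus 3 SD, set per screening campaign, cut at about 16% in these data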;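 further: IDE supplied by intact live HEK cells; FP after avidin binding of uncleaved biotin substrate so inhibition keeps polarization high; 0% = DMSO wells and 100% = 60 µM reference IDE inhibitor Ii1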
IMP-1 inhibitor – IMP-1 metallo-beta-lactamase inhibitors, primary screen, biochemical, epi-absorbance readout, Pseudomonas aeruginosa enzyme | inhibition, % at 5.6 µM | metallo-beta-lactamase IMP-1 (Pseudomonas aeruginosa) | purified IMP-1, nitrocefin hydrolysis, epi-absorbance fluorescence | 0.45% of 290,000 active;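 active means inhibition above the mean plus 3 SD of all compounds in the same screening run, cut at about 4.5% in these data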;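 further: 0% = IMP-1 with DMSO and 100% = DMSO wells lacking enzyme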
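Assay system: purified IMP-1; Quantity: IMP-1 0.2 nM before substrate addition; Medium: HEPES buffer pH 7.1 with ZnSO4 and Brij 35; Incubation: 15 min enzyme–compound preincubation, then 25 min nitrocefin reaction, 25 °C; Signal: fluorescence quenching readout, ex 480/em 530 nm; Controls: DMSO with and without IMP-1; Repeats: singlicate testing.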
HCV NS3 hel inh – inhibitors of HCV NS3 helicase, primary screen, biochemical, Cy5 molecular beacon fluorescence; Hepatitis C virus NS3 helicase; NS3 helicase DNA unwinding; inhibition, % at 10.9 µM; 0.56% of 290,000 active; AID 1800, 2009;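 active means inhibition above the mean of all tested compounds plus 3 SD, set per campaign, cut at about 35% in these data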;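 further: 0% = DMSO wells and 100% = thioflavine S control wells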
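Assay system: hepatitis C virus NS3 helicase domain fragment enzyme. Also added: annealed dual-labelled DNA beacon duplex, ATP-started. Timing: 1 h reaction at 25 °C, ATP-initiated. Technique: Cy5 fluorescence at 0 and 60 min, beacon hairpin quenching. Evaluation: % inhibition of unwinding. Replication: one well per compound.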
GalR3 antagonist – GalR3 antagonists in HEK293 cells, primary screen, cell-based, fluorescence readout; Galanin receptor type 3 (Homo sapiens), O60755; HEK293 GalR3-CNG cAMP membrane potential fluorescence; galR3 body fused to GalR1 C-terminus; inhibition, % at 3 µM; 0.44% of 360,000 active;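 active means inhibition above the screen-wide average plus 3 SD, cut at about 13% in these data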;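 further: forskolin and galanin both at EC90 stimulate the cells; cAMP rise reported by CNG channel membrane potential dye signal; 0% = forskolin plus galanin with DMSO and 100% = forskolin alone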
Target sequence (O60755 1-299 limits assumed): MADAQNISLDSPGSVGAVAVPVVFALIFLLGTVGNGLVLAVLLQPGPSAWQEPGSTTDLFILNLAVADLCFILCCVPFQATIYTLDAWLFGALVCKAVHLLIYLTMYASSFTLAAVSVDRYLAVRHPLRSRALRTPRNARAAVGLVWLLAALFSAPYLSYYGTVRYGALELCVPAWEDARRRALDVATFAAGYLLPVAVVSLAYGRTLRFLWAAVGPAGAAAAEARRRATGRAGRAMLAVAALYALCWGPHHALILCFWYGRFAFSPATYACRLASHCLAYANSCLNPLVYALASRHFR
CRFR2-BP antag – antagonists of CRF-BP/CRF-R2 complex, primary screen, cell-based, HEK293, calcium dye fluorescence, uHTS; inhibition, % at 11.8 µM; 0.59% of 350,000 active; CRF-induced calcium fluorescence; AID 588475, 2011;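 active means inhibition of the ligand-induced calcium signal above about 50% at the single tested concentration, limit read from the data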
pCIP destab – p/CIP-EGFP fusion destabilizers, primary screen, fluorescence, F442A cells; 16 h; 0.01% of 290,000 active; Q05BA5; decrease of EGFP signal, % at 10 µM;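 active means EGFP signal decrease of at least 30% at 10 µM or well 3 SD below plate mean, unless failing retest; inactive means the rest, including hits failing retest or dose response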; further: some compounds called inactive have numbers as strong as hits; many of its hits are not listed in these tables
SUMO HTRF inh – inhibitors of in vitro SUMOylation cascade, primary screen, biochemical, HTRF, uHTS; 0.36% of 290,000 active; HTRF SUMOylation assay, SAE1/SAE2 + UBC9; inhibition, % at 35 µM; AID 2006, 2009; in the data active means inhibition above about 50%, passing the limit was not always enough; further: strong numbers were not always called active
Target sequence (P63279 whole entry, looked up): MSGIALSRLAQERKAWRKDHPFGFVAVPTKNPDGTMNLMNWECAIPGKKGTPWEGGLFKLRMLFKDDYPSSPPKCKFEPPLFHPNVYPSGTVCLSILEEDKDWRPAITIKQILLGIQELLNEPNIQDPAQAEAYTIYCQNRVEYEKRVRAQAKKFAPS
VIM-2 inhibitor – VIM-2 metallo-beta-lactamase inhibitors, primary screen, biochemical, epi-absorbance readout, Pseudomonas aeruginosa enzyme; AID 1527, 2009; inhibition, % at 5.6 µM; 0.89% of 290,000 active; purified VIM-2, nitrocefin hydrolysis, epi-absorbance fluorescence;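 active means inhibition above the mean of all tested compounds plus 3 SD, cutoff set per screening run, cut at about 7.5% in these data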;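 further: red hydrolysis product quenches plate fluorescence so inhibitors raise well fluorescence; 0% = enzyme with DMSO and 100% = DMSO without enzyme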
* marks the source's active call; other numbers are inactive results; nt = not tested or not shown.

Values in the order – IDE act	IDE cell inh	IMP-1 inhibitor	HCV NS3 hel inh	GalR3 antagonist	CRFR2-BP antag	pCIP destab	SUMO HTRF inh	VIM-2 inhibitor
#1 O=C1C=C(c2cc(Cl)cc(Cl)c2)C[C@@H](c2ccc(F)cc2)C1
 : 5.1	3.8	nt	nt	-8.3	-13.7	nt	nt	nt
#2 O=C(NCc1cccnc1)C(=O)NCC1OCCN1S(=O)(=O)c1ccc(F)cc1 (stereo not drawn)
 : 3.4	1.3	-1.6	16.9	nt	-15.7	-1.1	-4.1	-0.7
#3 COc1ccc(NC(=O)NC2(C(=O)N3CCCCC3)CCCCC2)cc1
 : -0.7	7.4	-2.1	16.1	-10.2	-5.5	-5.8	11.7	-1.9
#4 CCCCCc1cc(=O)oc2c(C(CCN3CCCC(C)C3)c3ccc(OC)cc3)c(OC)cc(OC)c12 (stereo not drawn)
 : 5.5	-2.9	nt	nt	-1.4	-12.3	-7.8	-2.9	nt
#5 O=C(O)C1Cc2ccccc2CN1C(=O)COc1ccc(Cl)cc1 (stereo not drawn)
 : -2.8	7.0	-2.4	1.4	-3.3	14.2	2.9	-0.4	-1.3
#6 Cc1ccc(N(C(=O)Cn2nnc3ccccc32)C(C(=O)NCc2ccco2)c2ccc(C)o2)cc1 (stereo not drawn)
 : 2.5	nt	-2.7	5.4	0.8	-3.7	-9.6	7.2	-0.7
#7 O=C(CNS(=O)(=O)c1cccc(Br)c1)NCCCc1ccccc1
 : -1.2	0.5	0.4	-15.0	-9.6	-4.4	-20.3	2.6	-1.1
#8 O=C(CCN1C(=O)c2ccccc2C1=O)N1CCN(C2c3ccccc3-c3ccccc32)CC1
 : -0.1	2.5	-1.7	-5.0	-9.7	-31.6	-8.7	-0.6	1.9
#9 CCN1CCN(c2cc3c(nn2)Oc2ccccc2N3C)CC1
 : -2.1	-2.8	-4.4	-0.8	4.2	19.6	1.9	42.9	13.1*
#10 CCCCc1c(C)[nH]c2nc3ccccc3n2c1=O
 : -3.2	6.4	-3.9	6.4	-10.7	-9.8	-2.7	13.7	-2.5
#11 O=C(c1ccc(Cl)c(S(=O)(=O)N2CCOCC2)c1)N1CCCC1
 : 4.3	-2.2	-2.8	4.2	-5.4	6.1	-5.7	12.7	-1.3
#12 c1ccc(-c2csc3ncn4nnnc4c23)cc1
 : 0.6	-1.3	-1.9	1.4	-2.0	19.0	-1.5	15.1	4.2
#13 O=C(N/N=C/c1ccc(OC(F)F)cc1)c1ccc(CSc2nc3ccccc3[nH]2)cc1
 : 0.4	2.0	-3.3	5.6	1.7	12.1	3.4	-33.1	-2.7
#14 COc1cccc(/C=N/n2c(N)c(S(=O)(=O)c3cccs3)c3nc4ccccc4nc32)c1
 : 10.3	3.0	-3.4	2.3	-2.0	-8.8	-11.7	8.4	-1.2
#15 COc1cc2[nH]c(=S)nc(NCCc3ccc(S(N)(=O)=O)cc3)c2cc1OC
 : 0.1	1.4	-3.9	-0.3	-7.7	-20.1	5.2	-0.5	1.7
#16 O=C(COC(=O)c1ccccc1-c1ccccc1[N+](=O)[O-])c1ccccc1
 : 5.1	3.6	-4.7	-1.7	1.0	2.7	9.1	1.0	-3.7
#17 N#Cc1c(NC(=O)CCCN2C(=O)c3ccccc3C2=O)oc(-c2ccccc2)c1-c1ccccc1
 : 4.7	-1.8	-2.7	-6.2	-2.8	-1.7	-3.8	15.3	0.2
#18 Oc1ccccc1N1CCN(C(=S)NCc2ccccc2)CC1
 : 5.7	2.1	-4.2	-1.9	-3.4	1.3	11.6	-4.4	-3.0
#19 CC1CCCCC1NC(=O)CN1C(=O)NC(C)(c2ccc(OC(F)F)cc2)C1=O (stereo not drawn)
 : 8.5	1.8	-2.2	-1.2	-6.3	-24.1	-1.8	25.4	-0.3
#20 O=C(Cc1ccccc1)Nc1nc2ccccc2[nH]1
 : -4.8	3.8	-3.2	3.0	-3.7	21.6	-9.6	27.7	0.7
#21 O=C(/C=C/c1ccccc1)Nc1ccc(Br)cn1
 : 5.3	6.6	-3.6	4.3	-7.4	-27.3	-7.3	0.8	-1.0
#22 Cc1ccccc1NC(=O)CSc1ccc(-c2cccnc2)nn1
 : -0.1	0.2	-1.1	-2.4	3.5	-10.4	-8.9	-8.9	-2.5
#23 CCOC(=O)c1c(CC(C)C)csc1NC(C)=O
 : 2.5	4.1	-3.9	-5.2	-3.4	12.5	12.6	-8.9	-1.7
#24 CCC(=O)Nc1sc(C(=O)Nc2ccccc2F)c(C)c1C(=O)OC
 : -2.3	9.5	-2.5	7.9	-0.3	-13.3	-6.9	14.6	-1.2
#25 CC(C)(C)OC(=O)N[C@@H](Cc1ccccc1)C(=O)N[C@@H](CO)[C@H](O)[C@@H]1C[C@@H]1C(=O)N1CCCC1
 : 3.1	4.8	-3.1	16.1	-1.7	4.2	-12.9	-1.8	-4.4
#26 COCc1cc(C)nc(SCC(=O)Nc2nc(C)cs2)c1C#N
 : 0.7	5.6	0.8	-0.6	-8.6	3.0	3.9	-0.1	-0.4
#27 COc1ccccc1C1(CCNC(C)c2cccs2)CCOC(C(C)C)C1 (stereo not drawn)
 : nt	-1.1	-0.8	-36.8	-4.0	-14.2	-0.2	6.2	1.0
#28 CCOc1ccccc1NC(=O)C1C2C=CC(O2)C1C(=O)O (stereo not drawn)
 : 2.5	3.6	-2.1	-1.1	-4.6	3.3	-5.2	5.9	-1.4
#29 O=C(CCC(=O)c1cccs1)NCc1cccc(Cl)c1
 : 0.8	3.2	nt	nt	-1.8	2.7	nt	nt	nt
#30 C=CCn1c(SCc2ccc(Cl)cc2)nc2cc(C(=O)N3CCC(C(N)=O)CC3)ccc2c1=O
 : 1.0	0.6	-1.3	-4.2	5.0	1.6	-2.3	3.9	-2.4

Later entries.
Values in the order – IDE act	IDE cell inh	IMP-1 inhibitor	HCV NS3 hel inh	GalR3 antagonist	CRFR2-BP antag	pCIP destab	SUMO HTRF inh	VIM-2 inhibitor
#31 CCOc1cc(/C=N/NC(=O)c2nnn(-c3nonc3N)c2C)ccc1OCc1cccc(F)c1
 : 0.5	-4.0	-3.6	1.1	-8.2	-2.4	-3.0	nt	-1.3
#32 CCCOc1ccc(C(=O)C(CN2CCOCC2)c2ccccc2)cc1 (stereo not drawn)
 : 1.1	9.5	-2.9	-17.4	-1.9	-20.2	4.5	15.7	-3.3
#33 COC(=O)C1N[C@@H]([C@@H](NC(=O)COc2ccccc2)C(=O)NC2CC2)SC1(C)C (stereo partly drawn)
 : 0.6	-0.7	nt	nt	-3.9	1.9	nt	nt	nt
#34 Cc1ccc(S(=O)(=O)NC(CC(N)=O)C(=O)O)cc1 (stereo not drawn)
 : 3.0	-3.7	-5.5	2.1	0.8	18.6	-2.0	13.3	-2.6
#35 COCCCN=CC1=C(O)CC(C)(C)CC1=O
 : 9.0	-0.2	-1.0	7.0	-5.4	2.0	10.8	8.0	-1.2
#36 CCOC(=O)c1c(NC(=O)CN2C(=O)CN(C)C2=O)sc(C)c1C
 : 1.6	1.3	10.6*	-2.2	-0.3	-19.1	0.2	11.4	3.0
#37 CS(=O)(=O)Nc1ccc(N2CCN(c3ccc(C(F)(F)F)cn3)CC2)nc1
 : -25.8	16.0	-2.0	-7.1	-4.5	-2.0	-17.9	9.6	-2.3
#38 Cc1nn(-c2ccc(Cl)cc2Cl)c(C)c1C(=O)O
 : -2.1	-3.3	-2.5	-1.9	2.3	11.6	-1.0	-2.0	-3.1
#39 CC(Cl)C(=O)N1c2ccccc2CCc2ccccc21 (stereo not drawn)
 : 5.5	1.4	-2.8	4.5	-5.0	7.5	-15.6	-2.8	-1.2
#40 CN(C)S(=O)(=O)c1cc(NC(=O)COC(=O)Cc2ccc(Cl)cc2Cl)ccc1Cl
 : -1.1	-4.0	-4.5	0.3	-3.5	-3.1	2.6	-23.1	-2.1
#41 COC(=O)c1cccc(NC(=S)Nc2cccc(Cl)c2C)c1
 : 4.5	-9.8	-3.3	-5.8	-0.2	9.3	11.3	-21.3	-2.3
#42 CCOC(=O)c1sc(NC(=O)C(C)Sc2nc(N)cc(=O)[nH]2)nc1C (stereo not drawn)
 : 4.7	-2.0	-1.9	4.9	2.0	-23.0	-6.9	11.8	-3.2
#43 Nc1nc(SCC(=O)N2CCCCCC2)[nH]c(=O)c1NC(=O)c1ccco1
 : 0.4	-0.2	-2.0	-1.3	nt	-2.9	-8.2	15.1	-1.0
#44 CNc1ncnc2c1ncn2[C@@H]1O[C@H](CO)[C@@H](O)[C@H]1O
 : 1.1	-4.6	nt	nt	77.2*	36.4	nt	nt	nt
#45 COc1cccc(C(=O)OCC(=O)NCCCc2ccccc2)c1
 : -6.8	-6.4	-0.8	-0.6	-8.0	-2.4	-8.0	10.4	-2.5
#46 C=C(C)Cn1c(SCC(=O)O)nnc1-c1ccc(C(C)(C)C)cc1
 : 5.4	-1.2	-2.6	25.3	0.5	2.8	5.8	2.1	-1.2
#47 CC(CN1CCOCC1)OC(=O)c1ccccc1Br (stereo not drawn)
 : 8.4	3.4	-3.6	-0.8	4.3	-8.9	-16.3	-11.3	-1.6
#48 CCCOc1ccc(CCc2n[nH]c(=S)n2Cc2ccccc2)cc1
 : -0.1	4.6	-2.8	-11.5	-3.0	12.2	-6.3	29.3	-1.9
#49 Cc1cc(=O)[nH]c(SCCc2ccccc2)n1
 : -0.7	0.9	-6.4	15.0	-8.9	-10.6	-4.3	4.4	-1.1
#50 O=C1CCCN1CCCNC(=S)Nc1ccc(F)c(Cl)c1
 : 6.3	8.5	-0.5	-5.0	-6.4	5.7	24.9	-6.0	0.1
#51 CC(=O)Nc1ccc(NC(=O)CSc2nc3nc(-c4cccs4)cc(C(F)(F)F)c3c(=O)[nH]2)cc1
 : 8.3	2.0	-3.0	1.2	-7.2	-2.3	-8.2	31.6	-1.5
#52 Cn1c(C(O)c2ccccc2F)nc(Cl)c1Cl (stereo not drawn)
 : -1.0	-4.7	0.8	-5.0	-5.0	12.2	-5.0	9.1	-1.0
#53 N#C/C(=C\c1ccc([N+](=O)[O-])cc1)c1ccccn1
 : -3.8	-0.1	-0.5	2.1	-4.5	6.6	-11.3	8.2	-0.1
